# Screening results as filed in PubChem BioAssay.
# MC4R barr agon – MC4R agonists recruiting beta-arrestin, primary screen, cell-based, luminescence, agonist arm of biased-ligand search | Melanocortin receptor 4 (Homo sapiens), P32245 | U2OS MC4R beta-arrestin complementation; percent of melanotan II response, DMSO zero | activation, % at 8.9 µM | actives 0.98% (n = 360,000);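 active = activation above a per-plate cutoff, the mean activation of sample wells on that plate plus 3 SD, cut at about 8% in these data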
# NOD2-RIPK2 inh – NOD2-RIPK2 binding disruptors in cells, primary screen, fluorescence, CHO cells, BLA complementation. Receptor-interacting serine/threonine-protein kinase 2 (Homo sapiens), O43353. CCF4 ratio. inhibition, % at 4.98 µM. actives 0.38% (n = 360,000). AID 624267, 2012; in the data active = inhibition above about 21%;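 note: 0% = vehicle only and 100% = reference blocker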
# Target sequence (O43353 whole entry, looked up): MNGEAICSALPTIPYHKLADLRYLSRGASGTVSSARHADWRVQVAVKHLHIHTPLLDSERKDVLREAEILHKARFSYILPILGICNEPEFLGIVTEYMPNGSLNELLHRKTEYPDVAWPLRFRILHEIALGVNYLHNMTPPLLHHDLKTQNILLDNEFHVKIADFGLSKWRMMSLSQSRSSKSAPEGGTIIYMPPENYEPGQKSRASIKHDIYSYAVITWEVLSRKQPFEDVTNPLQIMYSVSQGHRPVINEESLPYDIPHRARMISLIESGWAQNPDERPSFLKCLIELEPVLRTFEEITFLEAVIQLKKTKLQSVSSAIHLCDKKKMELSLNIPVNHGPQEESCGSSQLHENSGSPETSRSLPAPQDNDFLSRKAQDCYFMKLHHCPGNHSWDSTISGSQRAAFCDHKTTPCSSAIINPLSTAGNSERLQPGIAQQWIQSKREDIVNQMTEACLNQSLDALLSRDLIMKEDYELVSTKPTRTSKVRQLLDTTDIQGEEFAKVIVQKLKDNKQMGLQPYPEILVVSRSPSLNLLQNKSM
# m5-HT2A agonist – mouse Htr2a agonists via beta-arrestin recruitment, primary screen, cell-based, luminescence; activation, % at 7.6 µM; AID 624169, 2012; CHO-K1 mHTR2A beta-arrestin complementation; percent of 30 µM serotonin response; 5-hydroxytryptamine receptor 2A (Mus musculus), P35363; actives 0.66% (n = 360,000);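 active = activation above a run cutoff, the mean activation of all tested compounds plus 3 SD, cut at about 14% in these data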;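 note: 0% = plate median of compound wells and 100% = 30 µM serotonin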
# Target sequence (P35363 whole entry, looked up): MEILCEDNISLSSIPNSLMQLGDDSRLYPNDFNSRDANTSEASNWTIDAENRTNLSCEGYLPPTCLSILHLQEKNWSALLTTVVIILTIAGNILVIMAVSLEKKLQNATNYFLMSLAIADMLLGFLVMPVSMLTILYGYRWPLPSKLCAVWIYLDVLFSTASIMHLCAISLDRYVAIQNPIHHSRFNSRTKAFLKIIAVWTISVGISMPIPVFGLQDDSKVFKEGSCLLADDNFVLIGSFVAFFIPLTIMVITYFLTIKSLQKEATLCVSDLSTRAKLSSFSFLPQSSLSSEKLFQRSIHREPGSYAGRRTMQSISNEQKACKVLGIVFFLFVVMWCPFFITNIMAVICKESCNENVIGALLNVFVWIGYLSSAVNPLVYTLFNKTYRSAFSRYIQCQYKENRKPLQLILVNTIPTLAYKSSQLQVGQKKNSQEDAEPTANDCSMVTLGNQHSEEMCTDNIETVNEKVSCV
# TLR9-MyD88 inh – inhibitors of TLR9-MyD88 association in cells, primary screen, cell-based, CHO, BLA complementation, fluorescence | CCF4 FRET ratio | inhibition, % at 4.98 µM | actives 0.21% (n = 340,000) | AID 504734, 2011;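 active = inhibition above the mean over all tested compounds plus 3 SD, cut at about 21% in these data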;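 note: 0% = DMSO only wells and 100% = clavulanate BLA inhibitor control wells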
# MC4R antagonist – MC4R antagonists of cAMP signaling, primary screen, cell-based, TR-FRET, antagonist arm of biased-ligand search. actives 0.48% (n = 360,000). MC4R-expressing cells, MTII-stimulated cAMP, LANCE TR-FRET. Melanocortin receptor 4 (Homo sapiens), P32245. inhibition, % at 6.5 µM. AID 540295, 2011;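 active = inhibition above its plate's cutoff, the mean of tested wells on that plate plus 3 SD, cut at about 29% in these data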;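 note: 0% = Melanotan II alone and 100% = Melanotan II plus saturating MCL0020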
#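 material = U2OS cells stably expressing human melanocortin 4 receptor (MC4R) | also added = Melanotan II challenge | dosing = single nominal compound dose of 6.5 µM | detection = TR-FRET with Eu-cAMP and labeled anti-cAMP, 671 nm | replication = singlicate | timing = compound 30 min, challenge 1 h, detection 1 h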
# SRC2 inh – inhibition of GAL4-SRC2 driven luciferase reporter, primary screen, SRC2 inhibitor project, cell-based, luminescence; Nuclear receptor coactivator 2 (Homo sapiens), Q15596; HEK293 GAL4-SRC2 luciferase reporter; inhibition, % at 9 µM; actives 0.17% (n = 370,000);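 active = inhibition above the mean inhibition of all tested compounds plus 3 SD, set per campaign, cut at about 52% in these data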;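 note: 0% = DMSO treated cells and 100% = cells given Gossypol at 36 µM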
# Glyco luc inh – increase of ERlucT glycosylation luciferase signal, primary screen, N-linked glycosylation inhibitor project, D54 ERlucT cells, luminescence, set 2. actives 0.23% (n = 360,000). reporter increase, % at 12.5 µM. D54 ERlucT glycosylation luciferase reporter, 24 h; percent of 100 nM tunicamycin response;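 active = mean luciferase reporter signal, scaled so untreated is 0 and the glycosylation-blocking control 100, at or above a set limit in every replicate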;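 note: luciferase carries N-glycosylation sites so blocking glycosylation raises the light; 0% = median of neutral control wells and 100% = median of 100 nM tunicamycin wells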
# ABCB6 inh 2 – ABCB6 transporter inhibitors, primary screen, K562-ABCB6 cells, flow cytometry, MLPCN library. ATP-binding cassette sub-family B member 6 (Homo sapiens), Q9NP58. K562-ABCB6 porphyrin accumulation, 1 h; active compounds read low. fluorescence ratio to DMSO, % at 10 µM. actives 0.19% (n = 360,000). AID 602162, 2011;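 active = fluorescence ratio to DMSO below 75%, the collection mean minus 3 SD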;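 note: signal is porphyrin accumulated inside mitochondria; 100% equals median channel fluorescence of DMSO control wells; lower ratio means ABCB6 inhibition with less porphyrin fluorescence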
# ABHD5-PLIN5 inh – ABHD5-PLIN5 interaction inhibitors, primary screen, cell lysate, split luciferase complementation, luminescence; Perilipin-5 (Homo sapiens) + 1-acylglycerol-3-phosphate O-acyltransferase ABHD5 (Homo …; Split G. princeps luciferase complementation, 4 h; inhibition, % at 4 µM; actives 0.78% (n = 360,000); AID 602281, 2012;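 active = inhibition above the mean inhibition across every tested compound plus 3 SD, cut at about 22% in these data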;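 note: 0% = DMSO only wells and the 100% control is not disclosed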
# H9c2 protect – cardioprotection against H2O2-induced cell death, primary screen, uHTS, H9c2 cells, ATPLite luminescence; H9c2 cardiomyocytes, H2O2 injury protection, 2 h; protection from H2O2 cell death, % at 20 µM; actives 0.63% (n = 360,000);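 active = compounds giving at least 50% protection of heart cells from peroxide-induced death in the single-dose screen, raw or plate-pattern-corrected value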;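 note: 0% = DMSO wells with peroxide and 100% = DMSO wells without peroxide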
# * marks the source's active call; other numbers are inactive results; · = not tested or not shown. Some of the compounds tested; rates above refer to the full screens.
SMILES,MC4R barr agon,NOD2-RIPK2 inh,m5-HT2A agonist,TLR9-MyD88 inh,MC4R antagonist,SRC2 inh,Glyco luc inh,ABCB6 inh 2,ABHD5-PLIN5 inh,H9c2 protect
CCn1nc(NC(=O)c2ccccn2)c2cc3cc(C)ccc3nc21,1.1,-2,0,-1,-4,-26,2,95,-4,43
COc1ccccc1-c1c(C)nn2c(N3CCN(c4ccccc4OC)CC3)cc(C)nc12,-1.5,-2,1,-5,-6,-18,-4,98,-6,-1
CCOc1ccc(/C=N/NC(=S)Nc2c(C)cccc2C)cc1,0.9,-5,2,-6,18,-2,-3,109,-11,-6
COc1cccc(N=c2oc3c(C)ncc(CO)c3cc2C(N)=O)c1,0.1,-6,-1,-6,-15,-36,1,82,9,8
CCN1CCN(c2ncc(C(=O)Nc3ccccc3C(=O)OC)c3ccccc23)CC1,1.5,2,-9,-5,2,-1,-4,97,21,16
CCOC(=O)c1c(C)[nH]c(C)c1S(=O)(=O)N(C)CC(=O)N1CCN(c2ccc(OC)cc2)CC1,-3.8,-7,-1,1,3,-19,0,87,0,0
CCCn1c2ccccc2c2cnn(CC(=O)NCCN(CC)CC)c(=O)c21,0.1,0,-6,-4,-1,1,-2,95,4,1
C=CCN1C(=O)C(C)(C)N(C(C)=O)c2ccccc21,2.1,-2,0,-3,4,-30,1,101,-8,-1
CC(CC(=O)Nc1ccccc1)n1ccnc1 (centres undefined),-2.4,0,-2,-3,15,-27,1,96,-6,-1
O=C(/C=C/c1ccco1)NC(=S)Nc1nc(-c2ccc3ccccc3c2)cs1,-2.5,8,0,5,-1,-26,18,100,-4,-5
Cc1noc(C)c1C(=O)OCC(=O)/C=C1/N(C)c2ccccc2C1(C)C,-1.5,2,-3,8,2,16,1,102,0,-15
O=C(Nc1cccc2ccccc12)c1ccc(Cn2cc(Cl)cn2)cc1,-2.8,-5,-6,0,1,17,0,96,-5,-4
CC(=O)c1ccc(S(=O)(=O)Nc2ccc(-n3c(C)nc4ccccc4c3=O)cc2)cc1,-1.3,3,0,-1,12,-19,3,97,-3,-2
CCOC(=O)N1CCC(NC(=O)C(Cc2ccccc2)NC(=O)c2ccco2)CC1 (centres undefined),-0.9,-6,-8,3,-1,-5,-2,86,-4,0
CCN(CC)S(=O)(=O)c1ccc(N2CCOCC2)c(NS(=O)(=O)c2ccc(Cl)s2)c1,-2.7,1,-7,-8,5,31,4,84,-11,3
C[C@@H]1CC=C[C@H]2[C@H]1C(=O)N(Cc1ccccc1)[C@H]2c1ccc(F)c(-c2ccc(N(C)C)cc2)c1,-1.8,-13,1,-8,-3,-18,-3,100,-3,-4
CCOc1ccc(NC(=O)CN(c2ccc(OC)cc2)S(=O)(=O)c2cccs2)cc1,2.2,4,-6,10,8,-2,-2,93,-5,-1
Cc1ccc(CNC(=O)C2CCN(S(=O)(=O)N3CCC4(CC3)OCCO4)CC2)cc1,1.6,-10,6,-6,8,-6,2,100,-15,-1
Nc1nc(SCC(=O)Nc2ccc3c(c2)CCC3)n[nH]1,3.1,-7,2,12,-5,-30,3,97,11,-8
CCn1c(SCC(=O)c2c(N)n(C3CC3)c(=O)[nH]c2=O)nnc1-c1ccoc1C,0.1,-3,1,0,-3,-18,-1,100,2,6
O=C(OCC(=O)N1CCC(Cc2ccccc2)CC1)c1ccccc1F,-1.5,5,2,-5,-2,-5,-2,91,2,0
Cc1cc(S(=O)(=O)Nc2ccc(C(=O)NCCCN3CCOCC3)cc2)ccc1F,-1.5,0,4,-7,7,-15,-1,102,6,1
COc1ccc(-c2cc(=O)[nH]c(N3CCN(Cc4ccccc4)CC3)n2)cc1,-0.8,3,5,-4,0,-34,7,100,-4,-7
O=C(NC(=S)Nc1ccccc1Br)C1CC1,0.5,7,5,-1,11,13,2,96,8,-5
Cc1cccc(OCC(=O)NC2CCCCCC2)c1C,0.5,-7,8,-5,0,-27,-2,100,4,1

# Complete entries, looked up by structure.
# CCOc1ccc(/C=N/NC(=S)Nc2c(C)cccc2C)cc1 is entered as MC4R barr agon = 0.9; NOD2-RIPK2 inh = -5; m5-HT2A agonist = 2; TLR9-MyD88 inh = -6; MC4R antagonist = 18; SRC2 inh = -2; Glyco luc inh = -3; ABCB6 inh 2 = 109; ABHD5-PLIN5 inh = -11; H9c2 protect = -6
# CCn1c(SCC(=O)c2c(N)n(C3CC3)c(=O)[nH]c2=O)nnc1-c1ccoc1C is entered as MC4R barr agon = 0.1; NOD2-RIPK2 inh = -3; m5-HT2A agonist = 1; TLR9-MyD88 inh = 0; MC4R antagonist = -3; SRC2 inh = -18; Glyco luc inh = -1; ABCB6 inh 2 = 100; ABHD5-PLIN5 inh = 2; H9c2 protect = 6

# Five entries from above, as tab-separated lines:
canonical_smiles	MC4R barr agon	NOD2-RIPK2 inh	m5-HT2A agonist	TLR9-MyD88 inh	MC4R antagonist	SRC2 inh	Glyco luc inh	ABCB6 inh 2	ABHD5-PLIN5 inh	H9c2 protect
CC(CC(=O)Nc1ccccc1)n1ccnc1 (centres undefined)	-2.4	0	-2	-3	15	-27	1	96	-6	-1
O=C(/C=C/c1ccco1)NC(=S)Nc1nc(-c2ccc3ccccc3c2)cs1	-2.5	8	0	5	-1	-26	18	100	-4	-5
Cc1noc(C)c1C(=O)OCC(=O)/C=C1/N(C)c2ccccc2C1(C)C	-1.5	2	-3	8	2	16	1	102	0	-15
O=C(Nc1cccc2ccccc12)c1ccc(Cn2cc(Cl)cn2)cc1	-2.8	-5	-6	0	1	17	0	96	-5	-4
CC(=O)c1ccc(S(=O)(=O)Nc2ccc(-n3c(C)nc4ccccc4c3=O)cc2)cc1	-1.3	3	0	-1	12	-19	3	97	-3	-2

# Molecules from the list above containing a thiophene ring, fused or not, in the order listed:
SMILES,MC4R barr agon,NOD2-RIPK2 inh,m5-HT2A agonist,TLR9-MyD88 inh,MC4R antagonist,SRC2 inh,Glyco luc inh,ABCB6 inh 2,ABHD5-PLIN5 inh,H9c2 protect
CCN(CC)S(=O)(=O)c1ccc(N2CCOCC2)c(NS(=O)(=O)c2ccc(Cl)s2)c1,-2.7,1,-7,-8,5,31,4,84,-11,3
CCOc1ccc(NC(=O)CN(c2ccc(OC)cc2)S(=O)(=O)c2cccs2)cc1,2.2,4,-6,10,8,-2,-2,93,-5,-1

# (more compounds)
SMILES,MC4R barr agon,NOD2-RIPK2 inh,m5-HT2A agonist,TLR9-MyD88 inh,MC4R antagonist,SRC2 inh,Glyco luc inh,ABCB6 inh 2,ABHD5-PLIN5 inh,H9c2 protect
O=S(=O)(c1cccs1)N1CCN(c2ncccn2)CC1,-2.5,-1,1,2,10,11,-2,90,3,2
Cc1c(N(C(=O)c2cnccn2)C2(C(=O)NC3CCCC3)CCCCC2)c(=O)n(-c2ccccc2)n1C,-0.9,-2,0,3,10,9,0,97,2,4
CCOc1cc(S(=O)(=O)NCc2cccnc2)c(C)cc1C,-4.4,5,3,-2,3,-8,1,91,0,2
CCCCC(CC)C(=O)Nc1ccc(S(=O)(=O)Nc2nccs2)cc1 (centres undefined),-0.4,1,1,4,19,5,1,94,-3,0
O=C(O)c1cc(S(=O)(=O)NCC2COc3ccccc3O2)ccc1Cl (centres undefined),-0.8,-4,8,0,4,-4,0,104,-9,10
O=C1CC(c2ccc3c(c2)OCCO3)Oc2ccccc21 (centres undefined),-0.8,3,-5,-2,8,-81,-4,100,5,0
c1ccc(COC2CCCN(Cc3nc(-c4cnccn4)no3)C2)cc1 (centres undefined),1.9,-7,1,-9,-5,-20,1,95,6,-4
Cc1ccc(CCNC(=O)C2CCN(S(=O)(=O)c3cccc4nsnc34)CC2)cc1,2.4,-9,-1,-7,9,2,-3,101,-2,5
O=C(N/N=C1/C(=O)c2cccc3cccc1c23)c1ccc(Cl)cc1,-4.1,-28,1,7,0,-10,6,102,8,5
CC(C)c1csc(CN2CCC(CO)(Cc3ccccc3)CC2)n1,-0.7,-4,-5,2,5,-1,-2,85,5,-2
CCOC(=O)[C@H]1[C@H]2COc3cc(OC)ccc3[C@@H]2N2C(=O)CN(CCc3c[nH]c4ccccc34)C(=O)[C@@]12C,0.3,-3,-4,-3,11,9,-1,100,11,0
Cc1cc(C(F)(F)F)nn1CC(=O)N1CCCC1,1.6,-14,3,2,6,-47,1,96,-3,2
C/C(=N\NC(=O)C1CCCN(S(=O)(=O)c2ccccc2)C1)c1cccnc1 (centres undefined),-1.2,7,-5,-1,5,8,2,95,-2,2
CC(C)(C)Cc1c(-c2ccc(Cl)cc2)nc2ccc(Cl)cn12,1.2,-1,-2,-10,13,-10,-5,102,-10,-28
CC(=O)N1CCN(C(=O)COc2ccccc2C(=O)Nc2ccccc2)CC1,-1.9,3,-2,0,21,-27,2,100,1,9
CC1(C)Cc2c(sc3[nH]c(=S)n(Cc4ccco4)c(=O)c23)CO1,-0.1,1,8,3,34*,-12,16,98,6,12
CCOc1ccccc1NC(=O)COC(=O)CC(NC(N)=O)c1ccc(Cl)cc1 (centres undefined),-1.3,-9,3,-2,10,-37,-1,102,3,2
CCOc1ccc(NC(=O)c2ccc(NC(=O)c3ccc(NC(N)=O)cc3)cc2)cc1,0.1,13,-5,·,-2,-18,-2,97,2,-1
C/C(=N\N=C(N)N)c1ccc(C)c(C)c1,-1.1,-15,-3,-7,6,10,1,99,2,-13
CCOC(=O)C1(CC)NC(c2ccc(N(C)C)cc2)C2C(=O)N(C)C(=O)C21 (centres undefined),-1.2,-7,1,-1,6,-2,2,97,-3,2
O=C(CN1CCN(C/C=C/c2ccccc2)CC1)Nc1ccccc1C(=O)NC1CC1,-0.2,1,-7,1,17,16,0,96,1,12
COc1ccccc1/C=N/N1CCN(c2ccc(Cl)cc2)CC1,-1.4,1,-1,-15,2,15,0,104,-10,-1
Cc1cccc(NC(=O)CSCC(=O)Nc2ccccc2N2CCCCC2)c1,0.2,-3,-9,1,3,-6,-3,95,-1,-5
CCc1ccc(-n2c(Cn3nc(C(F)(F)F)cc3C)n[nH]c2=S)cc1,-2.9,-9,-2,8,2,24,0,80,-13,-3
CCC(=O)NNC(=O)CCC(=O)Nc1cccc(Cl)c1C,-0.6,-19,2,5,-8,-1,2,104,-1,6
CC(C)(C)c1ccc(/C=C/C(=O)c2ccc(NC3=NCCCS3)cc2)cc1,-1.2,-4,-8,4,19,25,13,107,50*,-22
